# DDE Tn6 FP inh – disrupts Tn6 cyclic peptide binding to fibrin D-Dimer-E complex. Fibrin DD(E) TRITC-Tn6 fluorescence polarization displacement. inhibition, % at 8.3 µM. 370,000 compounds, 0.21% hits. AID 720509;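 active means inhibition above a per-campaign cutoff: mean of compounds within control limits plus 3 SD, cut at about 15% in these data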;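 further: 0% = median of all compound wells on the plate and 100% = blocking peptide control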
# Tn7 DDE FP – disrupts Tn7 cyclic peptide binding to fibrin D-Dimer-E complex | P02675 | FP displacement of FITC-Tn7 peptide from fibrin DD(E); 0% = median of compound wells per plate | inhibition, % at 8.3 µM | 370,000 compounds, 0.13% hits | AID 720508;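 active means inhibition above the mean of compounds falling within the control limits plus 3 SD of them, cut at about 14% in these data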;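 further: 0% = plate median of compound wells and 100% = 10 µM Aha-Tn7 peptide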
#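 System: human fibrin DD(E); quantity: Fibrin-DD(E) at 2 µM final; also added: fluorescent Tn7 probe at 0.1 µM; compound dosing: single nominal test concentration of 8.3 µM per compound; schedule: 10 min preincubation, 3 h with tracer, room temperature; detection: fluorescence polarization of the labelled Tn7 tracer; repeats: one replicate per compound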
# TDP2 inh – blocks human TDP2 phosphodiesterase activity; 370,000 compounds, 0.34% hits; O95551; AID 720702; recombinant TDP2, T5PNP hydrolysis, p-nitrophenol absorbance 415 nm; inhibition, % at 12.8 µM;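 active means inhibition above the mean of all tested compounds plus 3 SD, set per campaign, cut at about 25% in these data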;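 further: 0% = DMSO with enzyme and 100% = buffer with substrate but no TDP2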
# Target sequence (O95551 whole entry, looked up): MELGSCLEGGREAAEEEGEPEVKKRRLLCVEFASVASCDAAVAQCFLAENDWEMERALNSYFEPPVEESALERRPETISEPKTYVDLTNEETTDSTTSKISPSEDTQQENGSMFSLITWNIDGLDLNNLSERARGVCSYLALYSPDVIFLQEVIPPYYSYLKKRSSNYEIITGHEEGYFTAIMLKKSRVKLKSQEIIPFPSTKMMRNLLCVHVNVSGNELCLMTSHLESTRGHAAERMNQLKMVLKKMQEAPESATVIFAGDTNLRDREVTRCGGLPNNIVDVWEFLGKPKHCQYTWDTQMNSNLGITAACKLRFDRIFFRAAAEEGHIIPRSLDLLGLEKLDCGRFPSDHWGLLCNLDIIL
#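 System – recombinant human TDP2 · Amount – 120 nM TDP2 per well · Buffer or medium – Mg2+-containing Tris-HCl buffer, pH 7.5 · Reagent – T5PNP substrate, 5 mM · Dosing – 12.8 µM single point, 1% DMSO · Incubation – 2 h at 37 °C · Measured by – epi absorbance · Read-out basis – percent inhibition · Benchmarks – high control without enzyme, low control DMSO plus TDP2 · Repeats – singlicate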
# PRMT1 inh – PRMT1 (human) inhibition, primary screen; inhibition, % at 2.79 µM; recombinant PRMT1, activity-based probe fluorescence polarization; 370,000 compounds, 1.3% hits;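 active means inhibition above about 21% made by adding two undisclosed values, limit read from the data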
# LEDGF integ inh – blocks HIV-1 LEDGF/p75-dependent DNA integration | TR-FRET IN-LEDGF/p75 DNA integration, Eu/Cy5 | inhibition, % at 3.7 µM | 370,000 compounds, 0.64% hits | AID 743269;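 active means inhibition above the screen-wide mean plus 3 SD, cut at about 13% in these data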;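 further: signal is the Cy5 over europium emission ratio at 671 and 618 nm; 0% = plate median of compound wells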
# MBD2 inh – blocks human MBD2 binding to methylated DNA. AID 686964. TR-FRET, MBD2 binding to methylated oligonucleotide. 370,000 compounds, 0.31% hits. inhibition, % at 4.4 µM; in the data active means inhibition above about 13%
# UHRF1 binding – UHRF1 methyl-DNA binding inhibition; UHRF1 binding to methylated oligo, TR-FRET; inhibition, % at 4.4 µM; 370,000 compounds, 0.75% hits; in the data active means inhibition above about 21%;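 further: UHRF1 SRA domain binding a hemimethylated CpG hairpin DNA probe; 0% = median of test compound wells and 100% = reference inhibitor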
# SIAE primary – inhibitors of human sialic acid acetylesterase SIAE. SIAE FP-Rh probe binding, fluorescence polarization. inhibition, % at 9.66 µM. 370,000 compounds, 0.69% hits. Q9HAT2. AID 1053197;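 active means inhibition above a cutoff: mean of compounds within the control limits plus 3 SD of those, cut at about 17% in these data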;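 further: 0% = plate median of compound wells and 100% = probe without SIAE protein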
# TCR-CD3 inh – inhibitors of human TCR-CD3 interaction | 360,000 compounds, 0.37% hits | TAMRA-labeled TCR probe fluorescence, biochemical | AID 651800 | inhibition, % at 9.4 µM; in the data active means inhibition above about 19%;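 further: recombinant mutant TCR 2C K166C tagged with TAMRA read by polarization; 0% = receptor in buffer alone and 100% = receptor with positive control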
# proKLK7 act – activates the human kallikrein-7 zymogen. P49862. purified proKLK7, EDANS-DABCYL substrate fluorescence; 100% is mature enzyme control, 0% vehicle. activation, % at 7 µM. 370,000 compounds, 0.9% hits. AID 652039;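 active means activation above the mean of all tested compounds plus 3 SD, computed per campaign excluding outliers beyond control limits, cut at about 13% in these data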
# Target sequence (P49862 whole entry, looked up): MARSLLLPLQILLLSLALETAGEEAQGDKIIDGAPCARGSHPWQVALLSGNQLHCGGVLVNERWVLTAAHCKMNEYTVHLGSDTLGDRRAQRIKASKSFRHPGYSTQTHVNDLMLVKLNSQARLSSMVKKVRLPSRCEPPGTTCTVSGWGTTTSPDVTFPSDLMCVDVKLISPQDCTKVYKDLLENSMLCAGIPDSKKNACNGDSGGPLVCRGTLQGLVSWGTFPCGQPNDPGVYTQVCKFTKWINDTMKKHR
# * hit, by the source's call.
DDE Tn6 FP inh	Tn7 DDE FP	TDP2 inh	PRMT1 inh	LEDGF integ inh	MBD2 inh	UHRF1 binding	SIAE primary	TCR-CD3 inh	proKLK7 act	mol
2	2	5	4	1	-6	-1	3	3	0.2	COc1cc(/C=N/NC(=O)c2sc3ccccc3c2Cl)ccc1OC(=O)c1ccc([N+](=O)[O-])cc1
-2	-7	-16	-3	-1	0	11	-10	0	-0.9	COc1ccc(-c2[nH]ncc2/C=N\NC(=O)c2cccs2)cc1OC
7	1	-6	3	2	-1	1	1	-8	0.2	CCC1=NN(C(=O)C(=O)Nc2ccc(OC)cc2)C(O)(C(F)(F)F)C1 (stereo not given)
-2	-5	-8	-1	-1	4	-1	5	-2	0.1	Cc1cccc(NC(=S)N(CCN(C)C)C(C)c2ccco2)c1 (stereo not given)
-6	1	1	-1	2	3	4	-5	2	0.6	CC1CCc2nc(NCCO)nc(C(F)(F)F)c2C1 (stereo not given)
-4	-2	14	9	4	3	0	5	9	-0.6	CN(Cc1ccccc1)Cc1c(O)ccc2ccccc12
1	-3	3	0	5	-2	15	-3	0	-0.3	Fc1ccc(OCCCCN2CCOCC2)cc1
7	-12	-12	-2	2	4	5	-4	-3	0.2	Cc1ccc(-c2cc(C(=O)O)c3ccccc3n2)c(C)c1
-5	3	7	5	-4	-2	-4	2	2	0.7	C=CCN1C(=O)[C@]2(c3ccccc31)C1CCCC=C1C(C#N)=C(N)C2(C#N)C#N (stereo not given in full)
4	-7	-4	3	-4	0	2	0	-6	-0.6	COc1ccc(C2c3ccc(O)cc3Oc3ncn(CCN4CCOCC4)c(=N)c32)cc1OC (stereo not given)
-5	3	3	-1	1	1	-1	-2	-2	-0.7	Cc1cccc(NC(=O)C2CCCN(S(=O)(=O)c3cccs3)C2)c1C (stereo not given)
-4	-8	1	0	1	-4	-1	-8	-2	-1.0	COC(=O)c1c(-c2ccc(Br)cc2)csc1NC(=O)Cc1ccc(OC)c(OC)c1
7	6	-4	-1	-1	2	-1	1	4	-0.4	O=C(CSCc1cnn(-c2ccccc2)c1-n1cccc1)NCc1ccccn1
-5	-12	-13	-6	-1	4	-1	-7	-1	0.9	CCN(CC(=O)Nc1c(F)cccc1F)C(=O)c1ccc(NC(=O)CC2SC(N3CCCC3)=NC2=O)cc1 (stereo not given)
-6	-8	8	-1	-12	1	0	5	2	0.1	CSc1ncnc2c1ncn2CCCN1CCN(c2ncccn2)CC1
3	-1	-3	-2	1	9	18	-3	0	-0.3	Cc1cc(NC(=O)COC(=O)COc2cccc3c2OC(C)(C)C3)no1
3	3	-5	0	1	-4	0	12	5	0.2	CCC(=O)C1CCCN(C(=O)CCc2nnc(-c3ccc(C(C)=O)s3)o2)C1 (stereo not given)
6	-2	-3	2	4	-2	-3	-5	2	-0.1	CCOC(=O)C(=O)N(C)c1c(CC)nc2c(OCc3ccccc3OC)cccn12
1	3	-3	1	4	0	3	5	-3	0.3	COc1ccccc1N1CCN(C(c2cccs2)C(C)NC(=O)C(=O)N2CCCCC2)CC1 (stereo not given)
-8	1	5	-2	2	1	24*	12	-9	-0.3	Cc1cc2c(cc1C)C(=O)CCC2
11	10	-1	-2	3	-2	3	0	5	-0.1	Cc1nc2ccccn2c1C(=O)NC1CCCCC1
3	-4	-6	-4	3	-5	2	-3	1	0.5	Cc1ccc(C(C)NC(=O)COC(=O)C2=COCCO2)cc1C (stereo not given)
-4	1	-8	5	-2	-5	2	-3	-6	-0.2	C=CCn1c(CSc2nc3ccccc3s2)nnc1SCC(=O)NCCN1CCOCC1
-8	-5	-18	10	1	4	7	1	1	-0.3	CCNc1nc(OC)nc(SCC(=O)Nc2ccccc2)n1
-1	-2	2	-2	-2	3	-2	4	9	11	CCCCN(CC)CCCNC(=O)c1cc2c(=O)n(CC)c3ccccc3c2s1
-7	-8	1	2	4	2	-1	-1	5	0.0	CCOc1ccccc1NC(=O)Cn1nnc(C(=O)Nc2ccccc2Cl)c1N
2	-2	5	0	1	3	3	0	6	-0.8	CC(C)CC(=O)NN(C)c1nc(-c2ccccc2)nnc1C(F)(F)F
0	-3	6	-3	1	-2	14	8	2	-0.3	Cc1cc(C)cc(N(CCC(=O)O)S(=O)(=O)c2ccc3ccccc3c2)c1
-5	-7	-2	0	2	1	-1	-1	4	0.3	CCCCOCCCNC(=O)C[C@@H]1C[C@@]2(C(=O)OC)CC(C)(C)CC=C2N(Cc2ccc3c(c2)OCO3)C1=O
3	-3	-1	0	0	4	-2	-8	2	-0.1	CCc1nc2c(cnn2-c2ccc(Cl)cc2)c(=O)n1-c1ccc(OC)cc1

# Filtered by structure: the compounds so far with two or more sulfur atoms
DDE Tn6 FP inh	Tn7 DDE FP	TDP2 inh	PRMT1 inh	LEDGF integ inh	MBD2 inh	UHRF1 binding	SIAE primary	TCR-CD3 inh	proKLK7 act	mol
-5	3	3	-1	1	1	-1	-2	-2	-0.7	Cc1cccc(NC(=O)C2CCCN(S(=O)(=O)c3cccs3)C2)c1C (stereo not given)
-4	1	-8	5	-2	-5	2	-3	-6	-0.2	C=CCn1c(CSc2nc3ccccc3s2)nnc1SCC(=O)NCCN1CCOCC1

# Other structures follow.
DDE Tn6 FP inh	Tn7 DDE FP	TDP2 inh	PRMT1 inh	LEDGF integ inh	MBD2 inh	UHRF1 binding	SIAE primary	TCR-CD3 inh	proKLK7 act	mol
1	5	15	-1	3	0	-3	8	-4	-1.1	CCN(Cc1ccccc1)C(=O)CN1C(=O)COc2ccc(S(=O)(=O)N3CCCCCC3)cc21
1	-5	0	1	1	5	-3	-5	4	0.2	O=C(N/N=C\c1ccc(OC(=O)c2ccco2)cc1)c1ccc(Cl)cc1
2	6	0	0	0	1	-1	-3	-2	0.1	CSc1ccc(CCNC(=O)C2CCN(c3nnc(-n4cccc4)s3)CC2)cc1
0	3	4	-4	0	1	3	-18	2	0.2	N=C1S/C(=C\c2cccc3ccccc23)C(=O)N1c1ccc(F)cc1
-5	1	5	15	2	0	-3	1	6	0.4	CCCCCSc1nc2c(c(=O)[nH]c(=O)n2C)n1CC
12	-1	2	0	3	-2	1	2	3	0.5	Cc1ccc(NC(=S)N2CCC(NC(=O)c3ccc(F)cc3)CC2)cc1
3	-4	-10	-2	6	-4	-3	8	1	0.0	N#CC1(NC(=O)COc2cc(F)ccc2[N+](=O)[O-])CCCCC1
-6	-6	-6	1	0	-3	-1	-4	-1	0.2	CN1CCC(=C2c3ccccc3C=Cc3ccccc32)CC1
-4	13	7	3	4	1	5	-1	-1	-0.1	O=C(CN(c1ccccc1F)S(=O)(=O)c1ccccc1)Nc1ccccc1C(=O)N1CCOCC1
-3	4	1	5	-3	4	0	-4	-4	0.5	COc1ccc(/C=C(\CC(=O)O)c2nc3ccccc3o2)cc1
-4	-11	2	33*	4	4	13	3	8	-1.2	COC(=O)c1ccc2nc(-c3ccco3)c(Cc3ccsc3)n2c1
-1	8	6	5	0	1	-1	-2	0	-0.9	CCCCN(Cc1nc2ccccc2c(=O)[nH]1)C(=O)c1nn(C)c(=O)c2ccccc12
-5	-4	-8	-8	-2	-3	-1	0	6	-0.4	CCC1Oc2ccccc2N(CC(=O)NCCCN2CCN(c3ccc(OC)cc3)CC2)C1=O (stereo not given)
-4	2	6	-5	4	-2	-5	4	-4	-0.1	CCc1nccn1S(=O)(=O)c1cc(OC)c(Cl)cc1OC

# Taken from above.
# Under UHRF1 binding, `COC(=O)c1ccc2nc(-c3ccco3)c(Cc3ccsc3)n2c1` shows 13
# Under proKLK7 act, `CCC1Oc2ccccc2N(CC(=O)NCCCN2CCN(c3ccc(OC)cc3)CC2)C1=O` (stereo not given) shows -0.4

# Entries listed so far that contain a COOH group, in the order listed:
DDE Tn6 FP inh	Tn7 DDE FP	TDP2 inh	PRMT1 inh	LEDGF integ inh	MBD2 inh	UHRF1 binding	SIAE primary	TCR-CD3 inh	proKLK7 act	mol
7	-12	-12	-2	2	4	5	-4	-3	0.2	Cc1ccc(-c2cc(C(=O)O)c3ccccc3n2)c(C)c1
0	-3	6	-3	1	-2	14	8	2	-0.3	Cc1cc(C)cc(N(CCC(=O)O)S(=O)(=O)c2ccc3ccccc3c2)c1
-3	4	1	5	-3	4	0	-4	-4	0.5	COc1ccc(/C=C(\CC(=O)O)c2nc3ccccc3o2)cc1

# Structures listed above printed as active in PRMT1 inh:
DDE Tn6 FP inh	Tn7 DDE FP	TDP2 inh	PRMT1 inh	LEDGF integ inh	MBD2 inh	UHRF1 binding	SIAE primary	TCR-CD3 inh	proKLK7 act	mol
-4	-11	2	33*	4	4	13	3	8	-1.2	COC(=O)c1ccc2nc(-c3ccco3)c(Cc3ccsc3)n2c1

# Screening results from PubChem.
